CIT2-GFP yeast – modulators of TOR pathway CIT2-GFP in S. cerevisiae; S. cerevisiae CIT2-GFP strain, flow cytometry, 3 h; 100 means same as DMSO wells; GFP response vs DMSO, % at 10 µM; actives 0.065% (n = 320,000);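 active = GFP response relative to DMSO above a set limit, near the screen mean plus 3 SD, cut at about 150% in these data; inconclusive = Fewer than 70 cells measured for a yeast strain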;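 note: ratio of well median GFP fluorescence to mean of DMSO wells on the plate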
MEP2-GFP yeast – alters MEP2-GFP fluorescence in TOR pathway yeast screen; actives 0.51% (n = 330,000); GFP response vs DMSO, % at 10 µM; S. cerevisiae MEP2-GFP strain, flow cytometry GFP, 3 h; 100% = DMSO control level;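 active = GFP response versus DMSO above a set limit, roughly screen mean plus 3 SD, cut at about 180% in these data; inconclusive = fewer than 70 cells counted for a yeast strain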;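 note: median GFP fluorescence of the barcode-gated MEP2-GFP cells per well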
AHR act – human AHR activation. P35869. AHR-responsive luciferase reporter cells, luminescence. activation, % at 5 µM. actives 2.5% (n = 320,000). AID 2796; in the data active = activation above about 47%;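 note: 0% = vehicle wells and 100% = reference agonist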
Target sequence (P35869 whole entry, looked up): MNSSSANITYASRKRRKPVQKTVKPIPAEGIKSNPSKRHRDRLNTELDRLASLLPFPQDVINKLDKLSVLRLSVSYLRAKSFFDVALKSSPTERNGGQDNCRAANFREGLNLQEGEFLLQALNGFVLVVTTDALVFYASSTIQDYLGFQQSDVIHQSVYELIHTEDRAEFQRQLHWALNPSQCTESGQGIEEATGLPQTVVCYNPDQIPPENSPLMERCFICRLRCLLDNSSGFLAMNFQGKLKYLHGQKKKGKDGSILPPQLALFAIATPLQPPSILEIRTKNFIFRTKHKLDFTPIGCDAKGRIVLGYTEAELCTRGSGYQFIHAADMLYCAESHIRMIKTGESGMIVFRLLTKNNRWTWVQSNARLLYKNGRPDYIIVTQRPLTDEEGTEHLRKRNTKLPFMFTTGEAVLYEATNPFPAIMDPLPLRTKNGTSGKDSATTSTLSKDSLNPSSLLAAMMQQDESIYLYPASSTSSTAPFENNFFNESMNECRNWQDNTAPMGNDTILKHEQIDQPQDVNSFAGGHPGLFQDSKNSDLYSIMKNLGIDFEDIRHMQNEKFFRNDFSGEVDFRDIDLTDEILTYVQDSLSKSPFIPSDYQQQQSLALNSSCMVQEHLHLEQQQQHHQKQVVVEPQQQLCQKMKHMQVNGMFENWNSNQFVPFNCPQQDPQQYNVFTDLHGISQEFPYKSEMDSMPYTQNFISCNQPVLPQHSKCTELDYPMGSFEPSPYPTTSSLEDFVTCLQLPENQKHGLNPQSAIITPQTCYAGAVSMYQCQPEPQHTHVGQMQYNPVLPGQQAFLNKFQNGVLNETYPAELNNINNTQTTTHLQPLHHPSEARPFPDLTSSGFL
Yeast superoxide – lowers age-related superoxide in aged yeast cells; actives 0.18% (n = 330,000); S. cerevisiae aged cells, superoxide DHE fluorescence; stronger effect = lower value; superoxide response (% of plate mean), % at 10 µM; AID 2690;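 active = superoxide response under a set limit, about three screen SD below normal, cut at about 65% in these data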;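 note: yeast aged for seven days with compound at 30 °C before DHE staining; 100% = average MFI of all compound-treated wells on the plate with controls excluded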
AGP1 TOR yeast – modulators of TOR pathway AGP1-GFP in S. cerevisiae; AID 2066; actives 0.02% (n = 320,000); S. cerevisiae AGP1-GFP multiplex flow cytometry, 3 h; GFP as percent of DMSO wells; GFP response vs DMSO, % at 10 µM;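 active = GFP response relative to DMSO above a set limit, near screen average plus 3 SD, cut at about 150% in these data; inconclusive = fewer than 70 cells counted for the yeast strain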;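 note: median GFP channel fluorescence of the gated AGP1 strain per well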
Efflux pump mplx – inhibitors of Candida antifungal efflux pumps expressed in yeast. S. cerevisiae Candida pump triplex, Nile Red efflux. AID 485275. actives 0.44% (n = 330,000). inhibition, % at 10 µM;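 active = plate passing quality check with inhibition over a set limit, or well fluorescence over plate mean plus 4 SD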;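 note: Nile Red retained in pooled yeast measured as flow cytometry median fluorescence; 0% = buffer negative control and 100% = Enniatin B positive control; higher means more Nile Red kept so more efflux inhibition; some compounds called inactive have numbers as strong as hits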
LAP4-GFP MLPCN – alters LAP4-GFP fluorescence in TOR pathway yeast screen. S. cerevisiae LAP4-GFP multiplex, flow cytometry GFP, 3 h; median GFP as percent of DMSO wells. GFP response vs DMSO, % at 10 µM. actives 0.34% (n = 320,000);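 active = GFP response vs DMSO above a set limit, about the screen mean plus 3 SD, cut at about 150% in these data; inconclusive = under 70 cell events counted for the yeast strain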
RPL19A TOR yeast – yeast TOR pathway RPL19A-GFP modulation; S. cerevisiae RPL19A-GFP strain, flow cytometry, 3 h; stronger effect = lower value; percent response vs DMSO, % at 10 µM; actives 0.3% (n = 330,000);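 active = percent response vs DMSO below 50%; inconclusive = fewer than 70 events counted for the yeast strain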;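 note: median channel GFP fluorescence of the barcoded RPL19A-GFP strain; ratio of sample median GFP to plate DMSO average so 100% = DMSO; lower means less RPL19A-GFP as with rapamycin TOR inhibition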
* marks the source's active call; other numbers are inactive results; u = inconclusive; x = not tested or not shown; [ ] = another dose, or the depositor's remark.

Results follow in this order: CIT2-GFP yeast | MEP2-GFP yeast | AHR act | Yeast superoxide | AGP1 TOR yeast | Efflux pump mplx | LAP4-GFP MLPCN | RPL19A TOR yeast
#1 COc1ccc(NC(=O)C2CCCN2C(=O)NCc2ccccc2)cc1OC (stereo not drawn)
    x | 96 | 1 | 94 | 91 | 0.1 | 85 | 92
#2 O=C(O)c1cccc(NS(=O)(=O)c2cc(S(=O)(=O)c3ccc(Cl)cc3)ccc2Cl)c1
    101 | 104 | 1 | 99 | 104 | 0.1 | 91 | 106
#3 CN(C)c1cc[n+](CC(=O)Nc2ccc([N+](=O)[O-])cc2Cl)cc1
    99 | 103 | 2 | 101 | 96 | -0.3 | 102 | 96
#4 Cc1ccc(C)c(CNS(=O)(=O)c2c(C(=O)N3CCCC3)c(C)n(C)c2C)c1
    103 | 104 | 4 | 94 | 98 | 0.2 | 83 | 110
#5 COc1ccc(/C=N/NC(=O)CCNc2n[nH]c(=O)[nH]c2=O)c(OC)c1
    87 | 97 | 17 | 105 | 96 | 0.1 | 98 | 100
#6 CCOc1cc(/C=N/Nc2ncc(C)c(=O)[nH]2)ccc1O
    110 | 101 | 20 | 108 | 101 | 0.6 | 84 | 106
#7 CCOC(=O)c1cnc(-n2nc(C)cc2C)nc1Nc1ccc(O)cc1
    85 | 102 | 3 | 96 | 95 | -0.1 | 102 | 94
#8 CN(C)c1c(N)c(=O)oc2ccccc12
    84 | 88 | 6 | 102 | 81 | -0.2 | 91 | 97
#9 CN(Cc1c(C(=O)N/N=C/c2ccccc2F)nnn1-c1nonc1N)c1ccccc1
    106 | 107 | 4 | 104 | 102 | -0.3 | 99 | 99
#10 CCOc1ccccc1C1CC(=O)Nc2cc(OC)c(OC)c(OC)c21 (stereo not drawn)
    94 | 94 | 1 | 97 | 98 | 0.1 | 94 | 99
#11 COc1ccc(Nc2c3ccccc3nc3ccccc23)cc1
    105 | 106 | 8 | 101 | 105 | 0.0 | 104 | 109
#12 Cc1[nH][nH]c(=O)c1C(c1ccc(-c2ccc(F)cc2)o1)c1c(C)[nH][nH]c1=O
    98 | 106 | 4 | 91 | 98 | 0.2 | 100 | 107
#13 CCOc1ccc(-c2cc(NC(=O)c3c(F)cccc3F)c(C(=O)O)s2)cc1
    91 | 108 | x | 106 | 90 | 0.3 | 97 | 102
#14 COCc1nc2ccccc2n1CCCOc1ccccc1
    81 | 95 | -4 | 112 | 98 | 0.1 | 82 | 97
#15 O=C(NC1CCN(Cc2cccc([N+](=O)[O-])c2)CC1)c1ccccc1
    105 | 103 | 5 | 102 | 100 | 0.0 | 103 | 105
#16 COc1cc(C)ccc1OCc1cc(C(=O)N(Cc2c(C)nn(C)c2C)C2CC2)no1
    107 | 98 | 5 | 110 | 106 | -0.1 | 106 | 105
#17 COc1ccc(NC(=O)CSCC(=O)N(C)CC(=O)Nc2ccc(Cl)c(C(F)(F)F)c2)cc1
    93 | 98 | 1 | 104 | 98 | -0.2 | 96 | 94
#18 COc1cccc(Cn2nnc(C(=O)NCc3ccc4c(c3)OCO4)c2N)c1
    103 | 98 | 0 | 64* | 103 | -0.1 | 94 | 107
#19 O=C(C1CC1)N1N=C(C2CCCCC2)CC1(O)C(F)(F)F (stereo not drawn)
    93 | 92 | 3 | 102 | 87 | 0.1 | 95 | 100
#20 Cc1nnc(NC(=O)CSc2nccn2-c2ccc(F)cc2)s1
    105 | 100 | 4 | 102 | 104 | -0.1 | 107 | 101
#21 O=C(CSc1nnc(Cc2ccccc2)o1)N1CCCc2ccccc21
    86 | 102 | 4 | 95 | 91 | 0.0 | 95 | 96
#22 N#CCCN1CCN(S(=O)(=O)c2cc(Cl)ccc2Cl)CC1
    98 | 100 | 2 | 106 | 104 | 0.1 | 104 | 100
#23 Cc1ccc(NC(=O)C2CCCN(C3=NS(=O)(=O)c4ccccc43)C2)c(O)c1 (stereo not drawn)
    97 | 108 | 20 | 96 | 98 | 0.1 | 101 | 100
#24 CC(C)CNC(=O)COC(=O)c1ccccc1OCC(=O)Nc1ccc(Br)cc1
    99 | 101 | -4 | 103 | 101 | 0.1 | 92 | 101
#25 Nc1no[n+]([O-])c1-c1ccccc1
    79 | 87 | -2 | 95 | 88 | 0.1 | 85 | 94
#26 COc1ccc(CCNC(=O)CN2C(=O)COc3ccc(S(=O)(=O)N4CCCC4)cc32)cc1OC
    99 | 103 | 1 | 98 | 98 | 0.4 | 95 | 100
#27 O=P(O)(CCc1ccccn1)CN1CCOCC1
    98 | 105 | 4 | 132 | 108 | 0.1 | 115 | 104
#28 O=c1oc2cc(Br)ccc2n1CSC1=NCCS1
    98 | 87 | 15 | 79 | 92 | 0.0 | 85 | 90
#29 O=C(CSc1nnc(-c2ccco2)o1)NC1CCCCC1
    u | 124[may fluoresce violet] | -5 | 100 | 23[may fluoresce violet] | 0.4 | 86[may fluoresce violet] | 72[may fluoresce violet]
#30 Cc1ccc(S(=O)(=O)N(C)C)cc1NC(=S)NC(=O)C12CC3CC(CC(C3)C1)C2
    96 | 96 | 2 | 89 | 98 | -0.1 | 88 | 101

Quoted at random: four records from the list
Results follow in this order: CIT2-GFP yeast | MEP2-GFP yeast | AHR act | Yeast superoxide | AGP1 TOR yeast | Efflux pump mplx | LAP4-GFP MLPCN | RPL19A TOR yeast
#26 COc1ccc(CCNC(=O)CN2C(=O)COc3ccc(S(=O)(=O)N4CCCC4)cc32)cc1OC
    99 | 103 | 1 | 98 | 98 | 0.4 | 95 | 100
#18 COc1cccc(Cn2nnc(C(=O)NCc3ccc4c(c3)OCO4)c2N)c1
    103 | 98 | 0 | 64* | 103 | -0.1 | 94 | 107
#29 O=C(CSc1nnc(-c2ccco2)o1)NC1CCCCC1
    u | 124[may fluoresce violet] | -5 | 100 | 23[may fluoresce violet] | 0.4 | 86[may fluoresce violet] | 72[may fluoresce violet]
#11 COc1ccc(Nc2c3ccccc3nc3ccccc23)cc1
    105 | 106 | 8 | 101 | 105 | 0.0 | 104 | 109

Five compounds out of the list above, arranged by the value under AGP1 TOR yeast, largest number first:
item | molecule | CIT2-GFP yeast | MEP2-GFP yeast | AHR act | AGP1 TOR yeast | Efflux pump mplx | LAP4-GFP MLPCN | RPL19A TOR yeast
2 | O=C(O)c1cccc(NS(=O)(=O)c2cc(S(=O)(=O)c3ccc(Cl)cc3)ccc2Cl)c1 | 101 | 104 | 1 | 104 | 0.1 | 91 | 106
26 | COc1ccc(CCNC(=O)CN2C(=O)COc3ccc(S(=O)(=O)N4CCCC4)cc32)cc1OC | 99 | 103 | 1 | 98 | 0.4 | 95 | 100
5 | COc1ccc(/C=N/NC(=O)CCNc2n[nH]c(=O)[nH]c2=O)c(OC)c1 | 87 | 97 | 17 | 96 | 0.1 | 98 | 100
28 | O=c1oc2cc(Br)ccc2n1CSC1=NCCS1 | 98 | 87 | 15 | 92 | 0.0 | 85 | 90
21 | O=C(CSc1nnc(Cc2ccccc2)o1)N1CCCc2ccccc21 | 86 | 102 | 4 | 91 | 0.0 | 95 | 96

Returning to the listing, repeating the 2 entries before the break.
Results follow in this order: CIT2-GFP yeast | MEP2-GFP yeast | AHR act | Yeast superoxide | AGP1 TOR yeast | Efflux pump mplx | LAP4-GFP MLPCN | RPL19A TOR yeast
#29 O=C(CSc1nnc(-c2ccco2)o1)NC1CCCCC1
    u | 124[may fluoresce violet] | -5 | 100 | 23[may fluoresce violet] | 0.4 | 86[may fluoresce violet] | 72[may fluoresce violet]
#30 Cc1ccc(S(=O)(=O)N(C)C)cc1NC(=S)NC(=O)C12CC3CC(CC(C3)C1)C2
    96 | 96 | 2 | 89 | 98 | -0.1 | 88 | 101
#31 CCOc1ccc(C(=O)Nc2ccc(C(F)(F)F)n(C)c2=O)cc1
    103 | 101 | -5 | 91 | 104 | 0.0 | 96 | 115
#32 Cc1ccc2c(ccc(=S)n2C)c1
    112 | 107 | -3 | 94 | 109 | -0.1 | 110 | 100
#33 Cc1ccc(NC(=O)C(C)N2C(=O)c3ccccc3C2=O)nc1 (stereo not drawn)
    108 | 108 | 0 | 139 | 102 | -0.1 | 94 | 105
#34 COc1ccc(C(=O)COC(=O)C2CC3CCCC(C2)C3=O)cc1Br (stereo not drawn)
    101 | 102 | 0 | 102 | 103 | -0.1 | 99 | 97
#35 O=C(COC(=O)c1cccc(C(F)(F)F)c1)NCc1ccc(Cl)cc1
    99 | 99 | 3 | 95 | 95 | -0.1 | 93 | 98
#36 CCC(C)(C)NC(=O)C(c1ccc(F)cc1)N(CCOC)C(=O)CCC(=O)Nc1nccs1 (stereo not drawn)
    107 | 103 | 0 | 93 | 104 | -0.4 | 96 | 101
#37 CCc1ccc(OCc2cnc(Cl)s2)cc1
    84 | 92 | -1 | 118 | 88 | -0.1 | 89 | 91
#38 CCN1C(=O)[C@H]2[C@@H](c3ccc(C)cc3)N3C(=O)N(c4cccc(Cl)c4)C(=O)[C@@]3(C)[C@H]2C1=O
    95 | 98 | -1 | 102 | 92 | 0.0 | 88 | 90
#39 O=C(NC1CCCC1)C1CCN(C(=O)c2ccc(Cl)cc2)CC1
    112 | 103 | 0 | 85 | 97 | -0.1 | 92 | 102
#40 COCc1c(C#N)c(NCCc2ccccc2)nc(C)c1[N+](=O)[O-]
    104 | 103 | 78* | 79 | 93 | 1.6 | 86 | 104
#41 O=C(N/N=C/c1ccc2c(c1)OCO2)C(=O)Nc1ccc2ccccc2c1
    105 | 109 | 5 | 123 | 106 | 0.2 | 99 | 111
#42 Cc1ccc(C(=O)Nc2ccccc2C(N)=O)o1
    101 | 97 | 6 | 100 | 105 | -0.1 | 99 | 101
#43 COc1ccccc1-c1nnc(SC2CCc3ccccc3NC2=O)s1 (stereo not drawn)
    106 | 95 | 22 | 102 | 106 | 0.0 | 103 | 101
#44 O=C(COc1ccccc1[N+](=O)[O-])Nc1cc(Cl)ccc1C(=O)O
    77 | 110 | 4 | 127 | 95 | -0.2 | 128 | 94
#45 CC1CCN(S(=O)(=O)c2cccc(C(=O)NNC(=O)c3ccco3)c2)CC1
    92 | 93 | 1 | 88 | 107 | 0.1 | 117 | 97
#46 CC(C)(C)Cc1nnc(NC(=O)c2cc(-c3ccccc3)nc3ccccc23)s1
    86 | 97 | 3 | 111 | 102 | 0.1 | 100 | 102
#47 CCC(C)NC(=S)Nc1ccc(F)cc1 (stereo not drawn)
    98 | 100 | 2 | 98 | 108 | -0.1 | 95 | 98
#48 CCOC(=O)c1c2c(n(C)c1C)C(=O)C(=O)c1ccc(Br)cc1-2
    107 | 94 | 7 | 88 | 100 | -0.2 | 94 | 96
#49 COc1ccc(-c2csc(N(CCc3ccc(OC)c(OC)c3)C(=O)COc3ccccc3)n2)cc1
    81 | 84 | 24 | 110 | 88 | 0.1 | 77 | 87
#50 N#C/C(=C\c1c(F)cccc1Cl)S(=O)(=O)c1ccccn1
    100 | 101 | 0 | 111 | 103 | 0.0 | 107 | 93
#51 O=S1(=O)N=C(Nc2ccc(O)c(CN3CCCCC3)c2)c2ccccc21
    x | 91 | -1 | 94 | 87 | -0.1 | 86 | 94
#52 Cc1cc(N=Nc2ccccc2C(=O)O)c(C)c(C)c1O
    151* | 132 | 4 | 72 | 94 | -0.1 | 123 | 97
#53 CCOC(=O)c1c(C)oc(/N=C/c2ccccc2O)c1C#N
    96 | 94 | 0 | 91 | x | 0.2 | 83 | 89

Three compounds from above, limited to AHR act, CIT2-GFP yeast and Yeast superoxide.
entry	canonical_smiles	AHR act	CIT2-GFP yeast	Yeast superoxide
32	Cc1ccc2c(ccc(=S)n2C)c1	-3	112	94
12	Cc1[nH][nH]c(=O)c1C(c1ccc(-c2ccc(F)cc2)o1)c1c(C)[nH][nH]c1=O	4	98	91
1	COc1ccc(NC(=O)C2CCCN2C(=O)NCc2ccccc2)cc1OC (stereo not drawn)	1	x	94

Screens deposited in PubChem BioAssay by several laboratories.
